SMARCA2 activ: SMARCA2 (BRM) function activators, primary screen, cell-based, luminescence, high throughput. MG213 cells, MMTV-luciferase reporter, dexamethasone, overnight. activation, % at 9.1 µM. actives 1% (n = 370,000); in the data active = activation above about 7.8%;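 note: 0% = vehicle wells and 100% = reference activator wells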
hcDAF-12 act: H. contortus DAF-12 nuclear receptor activators, primary screen, cell-based, luminescence, HEK293, lit1-tk-luc reporter. activation, % at 6.8 µM. actives 1.4% (n = 370,000). HEK293 hcDAF-12 lit1-tk-luc reporter; 0% DMSO, 100% Δ7-dafachronic acid;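 active = activation above the mean of all tested compounds plus 3 SD, cut at about 5.5% in these data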;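 note: 100% = response to 3 µM Δ7-dafachronic acid high control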
PLC-beta3 inh: human PLC-beta3 inhibitors, primary screen, biochemical, fluorescence | 1-phosphatidylinositol 4,5-bisphosphate phosphodiesterase beta-3 (Homo sapiens), Q01970 | Purified PLC-beta3, fluorogenic substrate | inhibition, % at 12.2 µM | actives 0.18% (n = 370,000) | AID 720704, 2013; in the data active = inhibition above about 11%;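 note: 0% = median of compound wells on plate and 100% = full blocker control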
ssDAF-12 act: S. stercoralis DAF-12 nuclear receptor activators, primary screen, cell-based, luminescence, HEK293, GRIP1 co-expression, lit1-tk-luc; HEK293 ssDAF-12/GRIP1 lit1-tk-luc reporter; % of 3 µM dafachronic acid response; AID 652126, 2013; activation, % at 6.8 µM; actives 1% (n = 370,000);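 active = activation above the mean over all tested compounds plus 3 SD, cut at about 0.9% in these data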;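 note: 0% = DMSO-only wells and 100% = 3 µM delta7-dafachronic acid wells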
ADAM17 inh: ADAM17 inhibitors, primary screen, biochemical, QFRET; AID 720648, 2013; actives 0.83% (n = 370,000); recombinant ADAM17, EDANS/DABCYL FRET peptide cleavage; Disintegrin and metalloproteinase domain-containing protein 17 (Homo sapiens), P78536; inhibition, % at 6.95 µM;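 active = inhibition above the mean of compounds lying between control limits plus 3 SD, set per campaign, cut at about 8.5% in these data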;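 note: 0% = DMSO-only wells as the low control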
Target sequence (P78536 215-824 limits assumed): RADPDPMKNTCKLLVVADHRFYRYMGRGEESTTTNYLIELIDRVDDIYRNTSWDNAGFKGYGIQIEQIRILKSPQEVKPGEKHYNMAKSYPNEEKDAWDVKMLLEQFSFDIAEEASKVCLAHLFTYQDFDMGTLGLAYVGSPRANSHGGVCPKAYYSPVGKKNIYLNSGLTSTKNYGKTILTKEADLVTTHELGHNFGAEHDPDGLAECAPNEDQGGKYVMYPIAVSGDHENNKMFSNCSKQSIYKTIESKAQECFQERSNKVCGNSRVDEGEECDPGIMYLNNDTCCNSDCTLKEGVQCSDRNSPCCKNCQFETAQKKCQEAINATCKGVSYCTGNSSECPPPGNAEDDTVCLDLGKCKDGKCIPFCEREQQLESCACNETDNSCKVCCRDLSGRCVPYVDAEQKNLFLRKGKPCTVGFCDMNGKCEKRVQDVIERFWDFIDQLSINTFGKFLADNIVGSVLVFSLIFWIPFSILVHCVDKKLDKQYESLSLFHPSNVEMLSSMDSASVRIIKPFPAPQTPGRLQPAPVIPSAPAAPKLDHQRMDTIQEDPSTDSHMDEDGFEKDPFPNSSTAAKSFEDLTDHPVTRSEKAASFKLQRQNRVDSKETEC
Rev-erbA mod: modulators of Rev-erb alpha DNA binding, primary screen, biochemical, FITC-DNA, fluorescence polarization, uHTS. Nuclear receptor subfamily 1 group D member 1 (Homo sapiens), P20393. activity, % at 10 µM. actives 0.79% (n = 370,000). Rev-erbα–FITC-DNA binding, 90 min. AID 1259318, 2017;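 active = activity above about 14%, limit read from the data; passing the limit was not always enough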;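 note: 0% = DMSO wells with 35 nM protein and 100% = DMSO wells with 750 nM protein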
PLC-gamma1 inh: PLC-gamma1 enzyme inhibitors, primary screen, biochemical, fluorescence, purified enzyme; actives 0.84% (n = 370,000); inhibition, % at 12.2 µM; fluorogenic substrate; 1-phosphatidylinositol 4,5-bisphosphate phosphodiesterase gamma-1 (Homo sapiens), P19174; in the data active = inhibition above about 9.5%
hgDAF-12 ag: H. glycines DAF-12 receptor agonists, primary screen, cell-based, luminescence, HEK293, GAL4 fusion, UAS-luciferase; Nuclear hormone receptor DAF-12 (Heterodera glycines), GAL4 fusion; actives 1.8% (n = 370,000); activation, % at 6.8 µM; HEK293 GAL4-hgDAF12 UAS-luciferase reporter, agonist luminescence; normalized to butyrate control; AID 687014, 2013;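 active = activation above a cutoff set at the mean of all screened compounds plus 3 SD, cut at about 10% in these data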;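 note: 0% = DMSO wells and 100% = sodium butyrate wells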
DAX1 inh-1: DAX1 (NR0B1) inhibitors on StAR promoter, primary screen, cell-based, luminescence, SF-1 (NR5A1), full-length DAX-1. inhibition, % at 6.8 µM. actives 1.1% (n = 370,000). AID 652010, 2013. HEK293T StAR-luciferase reporter, SF-1/DAX-1 repression relief;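 active = inhibition above the mean over all tested compounds plus 3 SD, cut at about 3.6% in these data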;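 note: 0% = DAX-1 cells with DMSO and 100% = cells lacking DAX-1 with DMSO; higher inhibition means more luminescence from relief of DAX-1 repression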
MBD2 DNA inh: inhibitors of MBD2 binding to methylated DNA, primary screen, biochemical, TR-FRET, DNA-binding domain, human | Methyl-CpG-binding domain protein 2 (Homo sapiens), Q9UBB5 | MBD2 binding to methylated oligonucleotide | inhibition, % at 4.4 µM | actives 0.31% (n = 370,000) | AID 686964, 2013; in the data active = inhibition above about 13%
Target sequence (Q9UBB5 whole entry, looked up, the tested form may be a part): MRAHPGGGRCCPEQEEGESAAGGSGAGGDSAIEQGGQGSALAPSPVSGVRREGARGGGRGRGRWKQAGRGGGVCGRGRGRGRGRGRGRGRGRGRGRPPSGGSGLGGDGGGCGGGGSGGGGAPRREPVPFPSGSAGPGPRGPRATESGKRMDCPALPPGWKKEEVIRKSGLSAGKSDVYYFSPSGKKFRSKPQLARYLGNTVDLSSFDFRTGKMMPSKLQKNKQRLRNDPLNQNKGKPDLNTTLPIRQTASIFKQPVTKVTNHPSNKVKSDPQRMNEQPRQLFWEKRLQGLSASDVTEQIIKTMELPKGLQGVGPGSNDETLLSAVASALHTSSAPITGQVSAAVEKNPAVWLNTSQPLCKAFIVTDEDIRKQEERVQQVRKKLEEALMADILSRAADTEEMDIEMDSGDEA
DAX1 inh-2: DAX1 (NR0B1) inhibitors, primary screen, cell-based, HEK293, Gal4-DAX1, luciferase luminescence; Nuclear receptor subfamily 0 group B member 1 (Homo sapiens), P51843; HEK293 Gal4-DAX1 luciferase reporter; inhibition, % at 6.75 µM; actives 0.99% (n = 340,000); AID 504766, 2011;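 active = inhibition above the mean over all tested compounds plus 3 SD, cut at about 4.2% in these data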;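 note: 0% = DAX1-transfected cells with DMSO and 100% = empty-vector control cells with DMSO; inhibition shows as a rise in luminescence from relieved DAX1 repression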
* = called active by the depositor; x = no result given.

SMILES	SMARCA2 activ	hcDAF-12 act	PLC-beta3 inh	ssDAF-12 act	ADAM17 inh	Rev-erbA mod	PLC-gamma1 inh	hgDAF-12 ag	DAX1 inh-1	MBD2 DNA inh	DAX1 inh-2
Oc1ccccc1Oc1ncc(Br)c(N2CCOCC2)n1	1	-1.1	6	-1.5	3	-2	6	3.0	-0.3	1	-0.4
Cc1ccc(CNC(=O)c2ccc(Cn3cc(-c4ccc(C)cc4)nc3-c3ccncc3)cc2)cc1	3	-0.4	-32	-1.2	-9	2	-18	5.7	1.3	-7	0.1
COc1cc(S(=O)(=O)NC2CCCCC2)c(C)cc1C	-1	-2.5	2	-1.4	0	-8	1	-4.5	-0.2	1	2.5
CC(=O)c1sc(-c2cccc(Cl)c2)nc1C	5	-0.8	5	-1.2	3	-9	3	5.3	0.0	-3	-0.1
CC(=O)N(CCP(=O)(c1ccccc1)c1ccccc1)Cc1ccco1	2	-0.2	4	-0.8	-2	-4	1	0.2	-0.5	-2	0.0
CC(C)c1nnc(SCC(=O)NC2CCCC2)n1C	1	-1.9	-4	-0.7	-1	1	-1	0.9	-0.3	-3	0.5
CC(NC(=O)[C@@H](C)NC(=O)[C@@H]1Cc2ccccc2CN1C(=O)OC(C)(C)C)c1ccccc1 (stereo partly drawn)	-2	-0.6	5	-0.9	5	2	2	0.1	-0.4	-3	0.5
COc1ccc(C(=O)NCCNC(=O)c2cc(OCC(F)(F)F)ccc2OCC(F)(F)F)cc1	-1	-0.2	1	-1.1	2	2	6	1.1	-0.4	5	-0.1
CCCCN1C(=O)C(=O)NC[C@H]1Cc1cccc2ccccc12	-6	-0.8	-1	-0.5	-2	0	2	-0.4	-0.2	7	x
COc1ccccc1CC(=O)N1CCN(c2cccc(Cl)c2)CC1	-1	-4.7	-5	-1.8	-3	4	0	-3.4	-0.2	5	-0.4
CC1(c2nnnn2-c2ccc3c(c2)OCCO3)CCC(=O)N1C1CC1 (stereo not drawn)	-3	-1.5	-2	-0.7	-6	-1	-2	0.6	-2.0	2	x
COc1ccc(-c2nc3ccc(Cl)cn3c2Cc2cccc(Cl)c2)cc1OC	-2	0.5	-47	-1.4	-17	-6	-30	0.1	0.8	6	x
O=C(O)C(NS(=O)(=O)c1ccc(F)cc1)c1ccccc1 (stereo not drawn)	2	0.1	-2	-1.3	-5	1	-4	2.2	0.4	4	1.4
CC(=O)Nc1cc(C(=O)N2CCOCC2)ccc1S(=O)(=O)c1ccc(C)cc1	-2	-0.7	-5	-1.3	-1	-3	3	2.6	-0.4	2	-0.2
CSC1=NC(C)N2C(SC)=NC(C)N12 (stereo not drawn)	-3	0.1	-5	-0.9	-1	-4	2	0.6	-0.1	1	1.3
O=C(NCc1ccco1)c1cc(C(=O)C2CC2)c[nH]1	-2	-1.4	6	-1.3	-3	5	-1	0.4	0.1	-7	1.6
COc1ccc(NC(=O)Cn2cc(C(C)=O)c3ccccc32)cc1	-5	-4.6	-2	-2.4	-1	8	3	-5.2	-1.5	-4	-3.9
COc1cc(C)c(/C=C/C(C)=C/C=C/C(C)=C/C(=O)O)c(C)c1C	-1	-1.8	-11	-1.1	-6	-2	-8	-2.7	3.0	3	-0.3
CC(=O)N1CCc2cc(S(=O)(=O)C(C)CC(=O)NCc3ccc(C)o3)ccc21 (stereo not drawn)	-2	2.6	-3	0.0	-2	-3	1	-0.1	1.4	4	0.0
O=C(Cc1ccsc1)NCc1ccccc1F	0	1.7	-3	-0.9	2	-6	4	5.8	1.9	0	-0.1
C[C@@]12C(=O)N(Cc3ccc(F)cc3)CC(=O)N1[C@H]1c3cc(Cl)ccc3OC[C@@H]1[C@@H]2c1ccccc1	0	-1.6	-3	-1.1	1	-2	1	0.2	0.0	4	-0.1
COc1ccc(S(=O)(=O)N2CCCCCC2)cc1C(=O)N(C)Cc1cccs1	0	-1.9	-5	-0.9	-3	0	3	-2.1	-1.4	2	-2.0
Cc1occc1C(=O)N/N=C/c1ccccn1	1	1.3	-2	0.8	-2	-2	0	11*	2.4	-4	1.1
Cc1ccnc2ccc(-c3nc4ccccc4o3)cc12	7	7.8*	-110	1.0*	-72	-4	-96	13*	1.4	2	2.5
O=C(Nc1cc(S(=O)(=O)N2CCOCC2)ccc1N1CCCC1)c1cc2c(s1)CCCC2	x	-2.1	-8	-2.1	2	1	-4	2.1	x	-6	x
O=C1OCc2ccc(NC(=O)c3c(F)cccc3Cl)cc21	1	-1.0	-3	-0.7	-3	3	-1	1.8	2.7	-1	0.5
CCCN(CCC)C(=O)c1ccccc1C(=O)N(CCC)CCC	-2	-0.1	5	-1.0	1	-7	4	-2.5	0.0	2	0.3
Cc1cccc(C)c1NC(=O)CSc1nc(C2CC2)nc2ccccc12	-1	0.1	-4	-1.1	1	4	0	0.2	0.0	-5	-0.6
COC(=O)c1cc(NC(=O)c2ccccc2F)cc(C(=O)OC)c1	1	-2.0	6	-2.0	1	-1	2	2.1	-1.4	2	2.9
CCOC(=O)c1ccc(NC(=O)Nc2ccc3c4c(cccc24)C(=O)N3CC)cc1	0	-2.1	1	-1.7	-1	-2	1	-3.0	-0.5	-5	0.0
COC(=O)C1=C(C)N(C)C(C)=C(C(=O)OC)C1c1ccc(F)c(Br)c1	1	-1.9	-35	-2.1	3	0	-27	-2.0	-0.5	-7	0.9
COc1cc(C(=O)Nc2ccc(-n3cnnn3)c(C)c2)cc(OC)c1OC	-1	-0.5	0	-0.9	-4	2	3	-3.5	0.2	1	-1.0
O=c1c(-c2ccccc2)nc2ccccc2n1C(c1ccccc1)c1nc2ccccc2[nH]1 (stereo not drawn)	7	-1.6	-42	-0.9	-23	1	-36	7.2	0.5	1	x
CCOC(=O)N1CCN(C(=O)CN(c2cccc(OC)c2)S(C)(=O)=O)CC1	-2	0.3	0	-0.9	-1	-3	0	0.0	-0.5	3	1.9
S=C(NCc1cccnc1)Nc1cc(Cl)cc(Cl)c1	-3	0.1	-4	-1.0	-2	-2	0	0.0	0.3	4	0.6
O=C(CCSCCc1ccccn1)Nc1ccccn1	0	-0.2	0	-0.7	-6	-1	1	1.5	0.3	4	0.4
COc1ccc(NC2=C(Cl)C(=O)N(CCc3ccccc3)C2=O)cc1	4	2.2	1	-0.6	3	-1	1	1.4	-0.6	-1	-0.7
CCCC(=O)Nc1ccc2oc(-c3ccc(OC)c(Br)c3)nc2c1	1	0.0	-126	-1.1	-63	8	-88	-0.5	-0.6	-3	-0.9
CCCCNC(=O)c1onc(CS(=O)(=O)c2ccccn2)c1C(=O)NCCCC	2	-1.2	6	-0.5	-1	-2	-1	-2.0	-0.1	1	-0.5
CCSc1ncc(/C=N/Nc2ccc(F)cc2)n1C	1	2.3	-5	0.3	-5	-4	-4	-0.7	1.6	2	0.6
COc1ccc(Cl)cc1NC(=O)c1[nH]c(C)c(C(C)=O)c1C	-5	2.8	-3	-0.2	2	31*	9	2.0	0.1	-9	0.0
CN(C)S(=O)(=O)c1cccc(C(=O)OCC(=O)N2c3ccccc3NC(=O)C2(C)C)c1	1	-0.9	1	-1.0	-2	-4	-1	2.2	-0.7	6	0.5
N#CCOC(=O)C1CCN(S(=O)(=O)c2ccc3c(c2)OCCO3)CC1	0	-1.4	0	-1.2	-3	4	2	-1.8	-1.2	-6	0.4
c1ccc2c(c1)OCC(CNc1ncnc3sccc13)O2 (stereo not drawn)	-4	-6.4	3	-2.2	0	x	-1	-10.0	-3.2	-4	-3.7
CC(C)(C)OC(=O)CNC(=O)c1nc[nH]c1C(=O)N1CCc2ccccc2C1	1	-1.9	-2	-1.1	-4	-5	1	0.7	-0.4	1	1.2
N#Cc1c(NC(=O)c2ccc([N+](=O)[O-])o2)sc2c1CCC2	6	8.1*	-15	1.0*	-3	-4	-1	7.1	-0.1	-7	-1.7
Cc1ccc(N2CCN(CC(O)COc3ccc([N+](=O)[O-])cc3)CC2)cc1 (stereo not drawn)	0	-0.1	0	-1.2	-2	-1	-1	3.5	-0.1	5	0.6
O=C(NNC(=O)c1ccccc1-n1cccc1)c1ccccc1	0	-0.7	4	-0.7	-7	-2	2	1.0	0.0	-2	-0.3
CCCCCCCCN1C(=O)[C@H](CC(=O)NCc2ccc(C)o2)C[C@@]2(C(=O)OC)CC(C)(C)CC=C12	-3	-2.3	0	-0.7	2	-4	0	-2.3	1.4	-4	x
COC(=O)c1ccc(OCC(=O)c2cccc(OC)c2)cc1	-1	0.5	3	0.4	3	2	0	5.5	0.9	3	1.6
Nc1nc2c(ncn2[C@@H]2O[C@H](CNS(=O)(=O)N3CCc4ccccc4C3)[C@@H](O)[C@H]2O)c(=O)[nH]1	-3	-1.3	3	-1.7	-3	-7	-1	4.7	-0.8	2	x
COC(=O)c1c(NC(=O)COC(=O)[C@@H](NS(=O)(=O)c2ccc(C)cc2)C(C)C)sc2c1CCC2	-4	2.1	0	-1.5	0	-5	-4	-1.7	-0.6	3	-0.3
NC(=O)c1ccsc1NC(=O)c1ccc(S(=O)(=O)N2CCCc3ccccc32)cc1	-4	-5.0	-92	-1.7	5	3	-66	-10	-3.7	1	-1.4
Cc1nc2sccc2c(=O)n1N	-1	-0.9	2	-0.5	-6	0	1	1.7	0.1	6	0.3
Cc1[nH]c(=O)c(C#N)c(C)c1Cc1ccc(Cl)cc1Cl	-2	-0.8	2	-1.6	-4	1	0	-2.4	-0.6	4	2.9

An excerpt from above in order of molecular weight, low to high.
SMILES	SMARCA2 activ	hcDAF-12 act	PLC-beta3 inh	ssDAF-12 act	ADAM17 inh	Rev-erbA mod	PLC-gamma1 inh	hgDAF-12 ag	DAX1 inh-1	MBD2 DNA inh	DAX1 inh-2
O=C(Cc1ccsc1)NCc1ccccc1F	0	1.7	-3	-0.9	2	-6	4	5.8	1.9	0	-0.1
O=C(O)C(NS(=O)(=O)c1ccc(F)cc1)c1ccccc1 (stereo not drawn)	2	0.1	-2	-1.3	-5	1	-4	2.2	0.4	4	1.4
CC(=O)N(CCP(=O)(c1ccccc1)c1ccccc1)Cc1ccco1	2	-0.2	4	-0.8	-2	-4	1	0.2	-0.5	-2	0.0
O=c1c(-c2ccccc2)nc2ccccc2n1C(c1ccccc1)c1nc2ccccc2[nH]1 (stereo not drawn)	7	-1.6	-42	-0.9	-23	1	-36	7.2	0.5	1	x
